Compound activity: PubChem, several laboratories
AddAB inh: less growth of phage-infected E. coli with AddAB; E. coli expressing H. pylori AddAB, absorbance growth; inhibition, % at 11.9 µM; 330,000 tested, 0.29% active; AID 435030; in the data active = inhibition above about 12%;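 note: 0% = vehicle wells of infected cells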
Ecoli viability: counter-screen for AddAB inhibitors: E. coli growth inhibition; AID 449728; 330,000 tested, 0.27% active; E. coli V3065 growth, OD600 absorbance, 18 h; inhibition, % at 11.9 µM;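 active = inhibition above the campaign's mean inhibition across all tested compounds plus 3 SD, cut at about 9.9% in these data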;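 note: uninfected addAB+ strain grown without phage in ampicillin broth; 0% = DMSO wells and 100% = ciprofloxacin 0.95 µg/ml wells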
phage Ecoli inh: E. coli growth loss with phage present | inhibition, % at 11.9 µM | growth absorbance | 360,000 tested, 0.26% active; in the data active = inhibition above about 11%
Wnt act: activators of Wnt/beta-catenin signaling; Wnt/beta-catenin reporter cell assay, activator, plate reader; activation, % at 9.35 µM; 300,000 tested, 1.2% active; AID 743398; in the data active = activation above about 30%, passing the limit was not always enough;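 note: 0% = neutral control wells and 100% = positive control wells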
CAL PDZ FP-1: blocks peptide binding to the human CAL PDZ domain; Q9HD26; purified CAL PDZ, TMR-peptide fluorescence polarization, 1 h; inhibition, % at 24.9 µM; 300,000 tested, 0.92% active; AID 602252;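 active = mean inhibition of at least 30% with at least half of replicates also reaching 30%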;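 note: 0% = DMSO neutral control and 100% = excess unlabeled competitor peptide PRC23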
SR-BI uptake up: enhances SR-BI lipid uptake from DiI-HDL. CHO ldlA[mSR-BI] cells, DiI-HDL uptake fluorescence, 3 h; 100 = double the neutral-control signal. activation, % at 12.5 µM. 320,000 tested, 0.096% active. AID 504775;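 active = mean replicate activation of at least 60% and every replicate at or above 60%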;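 note: 0% = median plate neutral-control signal and 100% = twice that signal; values of inactives mirror those of a sister screen read the other way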
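system = CHO ldlA[mSR-BI] cells, LDL receptor-null, SR-BI overexpressing | medium = Ham's F12 with 0.5% BSA, HEPES 25 mM, pH 7.4 | probe or stimulus = DiI-HDL 10 µg/mL | compound dosing = single-point compound dose | incubation = compound exposure 3 h, 37 °C | technique = DiI fluorescence, bottom read | read-out = cell-associated DiI fluorescence as measure of HDL uptake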
Tat transport: E. coli Tat transport inhibition. E. coli MC4100 TorA-mCherry Tat export, fluorescence. 340,000 tested, 0.036% active. inhibition, % at 10 µM. AID 488895;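 active = mean replicate inhibition at least 50% and at least half of replicates individually reaching 50%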;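 note: exported cargo escapes ClpAP degradation while cytoplasmic cargo is degraded and loses fluorescence; 0% = median of neutral control wells and 100% = median of NaSCN control wells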
CAL PDZ FP-2: inhibitors of human CAL PDZ peptide binding; purified CAL PDZ, TMR-peptide fluorescence polarization, 1 h; inhibition, % at 20 µM; 330,000 tested, 0.02% active; AID 504414;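 active = highest replicate inhibition of at least 40%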;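 note: plate controls were DMSO neutral control wells for no effect and unlabeled competitor peptide control wells for full effect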
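material = purified tagged CAL PDZ domain construct (CerCALP) | buffer or medium = sodium phosphate/NaCl buffer pH 7.4 with TCEP, IgG, Thesit | reagent = TMR-labelled reporter peptide T*-PRC34 bound in PDZ groove | incubation = 1 h room-temperature incubation prior to read | measured by = fluorescence polarization (mP) | evaluation = percent inhibition from loss of millipolarization | control set = unlabelled peptide and DMSO controls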
SR-BI DiI inh: mouse SR-BI HDL lipid transfer inhibition; Q61009; ldlA[mSR-BI] CHO cells, DiI-HDL uptake fluorescence, 3 h; inhibition, % at 12.5 µM; 320,000 tested, 0.96% active; AID 488896;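 active = mean replicate inhibition of at least 70% and a set share of replicates each scoring 70 or more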;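 note: 0% = median of neutral control wells and 100% = median of positive control wells; values of inactives mirror those of a sister screen read the other way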
Target sequence (Q61009 whole entry, looked up): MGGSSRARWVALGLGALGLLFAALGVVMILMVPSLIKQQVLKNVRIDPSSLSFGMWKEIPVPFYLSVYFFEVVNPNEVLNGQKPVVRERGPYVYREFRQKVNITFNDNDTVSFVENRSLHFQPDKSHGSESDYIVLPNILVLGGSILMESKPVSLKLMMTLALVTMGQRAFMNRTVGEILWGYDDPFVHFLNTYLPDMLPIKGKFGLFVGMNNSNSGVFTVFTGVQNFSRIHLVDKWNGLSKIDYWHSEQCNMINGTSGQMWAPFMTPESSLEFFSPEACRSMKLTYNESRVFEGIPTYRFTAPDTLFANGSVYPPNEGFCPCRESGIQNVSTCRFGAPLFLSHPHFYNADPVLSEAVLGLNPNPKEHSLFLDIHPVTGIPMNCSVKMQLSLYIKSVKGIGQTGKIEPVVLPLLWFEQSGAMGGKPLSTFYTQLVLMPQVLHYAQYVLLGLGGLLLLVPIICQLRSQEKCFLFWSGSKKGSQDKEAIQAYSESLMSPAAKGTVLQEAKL
MITF TRPM1 HTS: activators of MITF-driven TRPM1 promoter activity in SK-MEL-5 cells. SK-MEL-5 TRPM1-promoter luciferase, 24 h; % of positive control, neutral wells = 0. 300,000 tested, 0.75% active. activation, % at 12.5 µM;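 active = mean activation of at least 80% with every replicate also reaching 80%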;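 note: 0% = neutral control wells and 100% = parthenolide positive control wells; values of inactives mirror those of a sister screen read the other way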
* hit, by the source's call; nt = no result given.

Every second line gives: AddAB inh, Ecoli viability, phage Ecoli inh, Wnt act, CAL PDZ FP-1, SR-BI uptake up, Tat transport, CAL PDZ FP-2, SR-BI DiI inh, MITF TRPM1 HTS
CC1(C)C2CCC1(CS(=O)(=O)NCc1ccc(Cl)cc1Cl)C(=O)C2 (centres undefined)
  2.2, 3.3, 0.1, -2, -7, -16, 6, -2.1, 16, 1
CCOc1ccc(NC(=S)NC(=O)Cc2ccccc2)cc1
  2.3, 1.4, 2.1, -1, -4, -6, 12, -2.3, 6, 2
O=C(COC(=O)c1ccncc1)Nc1cc(S(=O)(=O)N2CCOCC2)ccc1Cl
  -0.1, -0.9, 0.7, -3, -2, 4, -7, 0.2, -4, 6
COc1cccc(CNC(=O)CCc2nnc3ccc(NCCCN4CCCC4=O)nn23)c1
  4.5, -0.5, 5.2, -2, -2, 2, 23, 1.1, -2, -5
Cc1ccc(NC(=O)Cn2nnc(-c3ccccc3-n3cnnn3)n2)c(C)c1
  -0.3, 0.6, 3.0, -1, -1, -18, -4, -3.6, 18, 1
COc1cccc2c1OCC(CN1CCN(Cc3ccccc3)C(CCO)C1)=C2 (centres undefined)
  2.9, 0.9, 2.6, -3, -3, nt, -5, -1.9, nt, 11
OCCCNC(c1ccccc1)c1ccc(O)cc1 (centres undefined)
  3.5, 2.3, 2.1, -1, 12, 26, -12, -0.6, -26, 12
O=C(OCC(=O)N1CCCC1=O)c1ccc(Cl)cc1[N+](=O)[O-]
  0.5, -1.7, 4.0, -2, -3, 17, 1, -1.6, -17, -4
O=C(Nc1cccc(Oc2ccc3c(c2)C(=O)NC3=O)c1)c1ccco1
  1.4, -0.8, 2.2, nt, -3, 6, 2, -2.8, -6, 4
CCCC(c1nnnn1Cc1ccc(OC)cc1)N1CCC(C(N)=O)CC1 (centres undefined)
  4.2, 0.9, 2.1, -2, 2, -7, -4, -1.2, 7, -5
Cc1ccc(CNc2ccc(N3CCOCC3)c(Cl)c2)cc1
  2.5, 1.3, 3.5, -1, 2, 23, -8, 0.2, -23, nt
CC(=O)c1ccc(NC(=O)COC(=O)C2C3CC4OC(=O)C2C4C3)cc1 (centres undefined)
  0.6, -0.1, 0.0, -1, -2, nt, 0, -2.2, nt, 2
COc1ccc(N2C(=O)/C(=C/c3cccnc3)NC2=S)cc1
  3.7, -0.3, 2.8, 2, -2, -1, -1, 0.6, 1, -4
CCN1CCN(C(c2cccs2)C(C)NC(=O)c2ccccc2F)CC1 (centres undefined)
  -1.4, 0.2, 4.1, -2, 2, 32, -7, -0.2, -32, 2
O=C(CCCOc1ccccc1)NCCc1ccccc1
  3.2, -3.3, 3.5, -1, 3, 15, 2, -0.6, -15, -7
Cc1ccc([N+](=O)[O-])cc1N1C(=O)CS/C1=N\NC(=O)c1cccnc1
  4.2, 0.4, 2.8, -2, -1, 14, 2, -0.7, -14, -32
CCCCCCCC1c2c(c(C)c(C)oc2=O)Oc2c(C)c(C)oc(=O)c21
  0.9, -1.8, 2.6, 2, -3, 12, -1, -0.8, -12, 0
COc1ccc(C(=O)OCC2CC(c3ccccc3)=NO2)cc1OC (centres undefined)
  0.2, -1.5, 5.0, 0, -1, 14, -2, -3.2, -14, 3
Cn1c(CNC(=O)CNS(=O)(=O)c2ccc(F)cc2F)cc(=O)n(C)c1=O
  5.6, -1.6, 0.7, -1, 3, -4, -3, -2.2, 4, -7
O=c1/c(=C\c2ccc(O)cc2)sc2nc(-c3ccccc3)c(-c3ccccc3)n12
  -1.3, 0.2, 2.0, -2, -4, nt, 1, -2.0, nt, -12
O=c1c2ccccc2c(=O)n2n1Cc1ccccc1C2
  3.6, -1.0, 2.9, 6, -3, -3, 8, -1.1, 3, nt
CCc1cc2c(=O)c(-c3ccc4c(c3)OCO4)coc2c(CN(C)C)c1O
  -2.1, -0.9, -1.1, 2, 2, -79, -7, -0.4, 79*, 6
O=C1CCCc2c1nc(-c1ccco1)n2O
  4.6, -0.6, 3.0, nt, -3, 12, -2, -0.3, -12, 5
Cc1[nH]c(=S)n(CC2CCCO2)c1C (centres undefined)
  1.3, -1.5, 1.9, -4, 0, 29, -4, 0.5, -29, -12
CCOC(=O)N1CCc2c(sc3ncn(Cc4ccc(F)cc4)c(=O)c23)C1
  2.5, 1.3, 1.2, -2, -4, -15, 6, -1.6, 15, -5
CN(NC(=O)c1ccccc1F)c1ncccc1[N+](=O)[O-]
  1.4, -2.0, 3.0, 0, nt, -2, 6, -1.1, 2, 7
CC(C)C(NC(=O)c1ccc(C(C)(C)C)cc1)C(=O)NC1=NCCS1 (centres undefined)
  2.2, -1.9, 2.3, 0, -5, 11, -1, -0.5, -11, 9
Cc1[nH]c2ccccc2c1/C=N/Nc1ccccc1[N+](=O)[O-]
  -0.9, -1.4, -3.3, 14, -3, -129, 2, -0.8, 129*, 10
O=C(Cc1ccc(NC2=NC3CS(=O)(=O)CC3S2)cc1)NCc1ccccc1Cl (centres undefined)
  -2.0, 0.9, 2.5, -5, -2, 15, -4, -0.7, -15, nt
COc1ccc(C(=O)CC(=O)C(=O)Nc2cc(OC)ccc2OC)cc1
  0.1, -2.9, -1.3, -1, -1, nt, -4, -2.7, nt, 0
COc1ccc(C(CC(=O)N2CCCCC2)C(C)C)cc1 (centres undefined)
  0.1, -0.2, -0.6, -2, -9, -1, 0, 0.1, 1, 0
COc1cccc(OCC(O)CN2CCc3ccccc3C2)c1 (centres undefined)
  1.0, -0.7, 0.1, -1, -5, 8, -1, -0.7, -8, 16
Cc1ccc(S(=O)(=O)NC(=O)Nc2ccc(F)cc2)cc1
  -2.9, -3.3, 1.6, -5, nt, 22, 0, -0.6, -22, 5
COCCNC(=O)c1ccccc1NC(=O)c1ccccc1N(C)S(C)(=O)=O
  2.6, -0.6, 0.4, -2, 0, 12, -2, -0.2, -12, 10
O=C(Cc1ccc(NC2=NC3CS(=O)(=O)CC3S2)cc1)NCc1ccccc1 (centres undefined)
  2.5, -0.4, 3.3, -5, nt, 30, 5, -0.8, -30, nt
CN1CCN(CC#CC(C)(O)C2CC3C=CC2C3)CC1 (centres undefined)
  -2.4, 1.4, 1.5, nt, 0, nt, 2, -0.5, -54, 8
CC(=O)Nc1ccc(NC(=O)Cn2ccc([N+](=O)[O-])n2)cc1
  6.2, 3.4, 2.1, 1, 2, nt, 4, -0.4, nt, 9
Cc1ccccc1CNC(=O)C1CCC(=O)N(Cc2cccc(F)c2)C1 (centres undefined)
  1.7, 0.9, 0.8, -2, -2, 4, -1, -2.7, -4, 2
COc1cnc(-c2ccccc2)[nH]c1=O
  1.3, -0.8, 2.1, -1, -4, 9, 4, -3.0, -9, -7
O=[N+]([O-])c1ccccc1Nc1c2ccccc2nc2ccccc12
  4.0, 0.9, 0.9, -6, -2, -77, 2, -0.5, 77*, -2
CC(=O)Nc1ccc(NC(=O)CSc2nc3c([nH]c4ccccc43)c(=O)n2-c2ccccc2F)cc1
  0.9, 2.1, -0.2, 0, -13, -37, 2, 9.0, 37, -5
Cc1c(NC(=O)C(C)Oc2cccc(Cl)c2)c(=O)n(-c2ccccc2)n1C (centres undefined)
  -1.4, -1.6, 0.7, 2, -5, 7, 8, -1.8, -7, -9
C=CCOCCn1[nH]c2ccccc2c1=O
  3.5, 0.8, 2.6, 4, -4, 21, -8, 0.4, -21, 5
Cn1c(=O)oc2cc(S(=O)(=O)NCCN3CCc4ccccc4C3)ccc21
  4.4, 1.9, 2.4, 2, nt, 2, 23, -1.0, -2, nt
COc1ccc2oc(C(=O)NNC(=O)c3ccc(F)cc3)c(C)c2c1
  0.9, -3.3, 2.6, 3, -1, -5, 0, -3.6, 5, 44
CCOc1ccc(S(=O)(=O)NCCC(=O)NCC2COc3ccccc3O2)cc1 (centres undefined)
  0.1, -3.7, 4.2, 2, -4, -4, -4, -0.7, 4, -1
Cc1ocnc1C(=O)Nc1ccc(Cl)cc1
  3.9, 1.7, -8.5, nt, nt, 27, -2, -2.3, -27, 39
C/C(=N\NC(=O)c1c(Cl)cnn1C)c1ccc(NC(=O)c2ccncc2)cc1
  0.9, -0.3, 3.5, nt, nt, -33, -3, -1.0, 33, 4
Brc1ccc(NCc2cccc3ccccc23)nc1
  1.6, 1.4, 2.3, 16, -4, -27, 2, -2.3, 27, nt
Cc1cc(C(=O)N(C)C)sc1-c1ccccc1
  0.2, -0.4, 0.9, nt, -3, -6, 6, -1.9, 6, 74

The listing continues.
Every second line gives: AddAB inh, Ecoli viability, phage Ecoli inh, Wnt act, CAL PDZ FP-1, SR-BI uptake up, Tat transport, CAL PDZ FP-2, SR-BI DiI inh, MITF TRPM1 HTS
O=P(COCCOCCOCCOCP(=O)(c1ccccc1)c1ccccc1)(c1ccccc1)c1ccccc1
  0.7, 0.5, 3.6, -1, nt, 15, -2, -2.9, -15, 10
COc1ccc(C(=O)CN2C(=O)COc3ccccc32)cc1
  5.0, 0.4, 2.1, -2, 1, 24, 10, -2.1, -24, 7
CC(=O)c1ccc(NC(=O)CSc2nc(=O)n(CCN3CCOCC3)c3c2CCC3)cc1
  1.9, -0.3, 2.9, -1, -4, -4, 0, -1.2, 4, 3
CCN(CC)c1nc(N2CCN(C)CC2)nc2ccccc12
  -0.5, -2.0, 0.2, 0, nt, 15, -1, 0.3, -15, -6
COC(=O)C(C)NC(=O)c1ccc(C(C)(C)C)cc1 (centres undefined)
  4.6, 1.1, 0.2, 5, -4, 22, 6, -0.3, -22, 21
S=C(NCCNC(=S)Nc1ccccc1Cl)Nc1ccccc1Cl
  2.9, 0.5, 1.7, 3, 0, -29, -3, -0.6, 29, -10
COc1ccc(CN2[C@@H](CC(=O)O)c3ccc(C(F)(F)F)cc3S2(=O)=O)cc1
  3.9, 1.0, -0.6, -1, nt, nt, nt, nt, nt, nt
COc1ccc(C(=O)NCCNc2ncc(C(F)(F)F)cc2Cl)cc1[N+](=O)[O-]
  0.4, -2.8, 0.4, -2, -4, -7, -1, -0.2, 7, -4
Cc1cc(C)nc(N2CCCC(C(=O)NCc3ccc4c(c3)OCO4)C2)n1 (centres undefined)
  0.8, 2.5, 4.1, 0, -1, nt, -3, -5.4, nt, -4
COc1ccccc1C(=O)C1CCCN(C(=O)c2cn3cc(Cl)ccc3n2)C1 (centres undefined)
  1.9, 1.7, 0.6, -1, nt, -5, -3, -0.2, 5, 17
Cc1nnc(NC(=O)CN2CCN(Cc3ccc(F)cc3Cl)CC2)s1
  3.0, 0.0, -1.3, -1, 0, 5, -3, -0.5, -5, nt
CCN1CCN(S(=O)(=O)c2cc(C(=O)O)ccc2Cl)CC1
  -0.7, 0.3, -1.7, 0, 0, 3, 5, -0.5, -3, 14
Cc1ccc(C2=NN(CCC(=O)NCCCN3CCOCC3)C(=O)CC2)cc1
  1.7, -1.6, -1.3, -3, -3, 8, -2, -0.6, -8, -18
COC(=O)c1ccccc1NS(=O)(=O)c1cn(C)c(=O)n(C)c1=O
  1.2, -1.6, 2.9, -2, 0, -17, -6, 0.4, 17, -6
